Assay outcomes: PubChem BioAssay, National Center for Advancing Translational Sciences (NCATS)
Vif-APOBEC3G blk: Vif-A3G binding inhibition. Q9HC16. HeLa A3G-eYFP + Vif (tagged APOBEC3G with the HIV-1 protein that degrades it), YFP fluorescence, overnight. Potency, µM (highest dose often 46.1 µM), for the others: top-dose activity, negative = active, most hits filed as inhibitors. 0.076% of 410,000 active;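 note: potency is the fitted concentration of half-maximal effect; % is set by controls: 0 for no effect and ±100 for the full control effect; nearly all actives have a fitted effect of over 60% in size; hits raise eYFP signal because A3G escapes Vif-driven loss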
Target sequence (Q9HC16 whole entry, looked up): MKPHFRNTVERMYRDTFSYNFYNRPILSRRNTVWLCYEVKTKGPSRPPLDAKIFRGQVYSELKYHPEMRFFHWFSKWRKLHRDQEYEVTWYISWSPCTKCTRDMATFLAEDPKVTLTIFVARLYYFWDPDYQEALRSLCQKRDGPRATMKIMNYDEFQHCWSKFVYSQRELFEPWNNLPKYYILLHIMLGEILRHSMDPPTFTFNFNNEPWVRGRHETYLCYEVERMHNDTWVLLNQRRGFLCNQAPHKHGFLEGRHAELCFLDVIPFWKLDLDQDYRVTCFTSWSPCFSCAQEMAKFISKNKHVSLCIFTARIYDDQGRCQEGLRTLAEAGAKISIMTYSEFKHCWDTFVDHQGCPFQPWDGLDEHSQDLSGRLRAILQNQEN
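HeLa cells stably expressing Vif and C-terminally eYFP-tagged A3G, seeded overnight at 37 deg C, then exposed to compound by pintool overnight at 37 deg C. Rise in yellow fluorescence (Ex 488/Em 500-530, Acumen) marks blocked Vif-driven A3G degradation.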
D2 PAM: positively modulates the human D2 dopamine receptor allosterically; P14416; potentiation, % at 10 µM; 0.34% of 340,000 active; HEK293 T-REx D2, calcium flux, EC20 dopamine potentiation; AID 485347;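 active = potentiation over 3 SD above the plate norm, cut at about 30% in these data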; note: 0% is about no effect
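Potentiation of an EC20 dopamine calcium response is measured in a force-coupled, tetracycline-inducible Hek293 Trex D2 line. Compound-only kinetic reads over 180 s flag agonists before dopamine addition.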
RXFP1 ag: agonists of human relaxin receptor RXFP1; HEK293T-RXFP1 cAMP TR-FRET, 30 min; response scale: percent of porcine relaxin response, buffer zero; 0.3% of 370,000 active; Potency, µM (doses to about 57.5 µM), inactives show at the highest dose activation, usual class: activators; Q9HBX9; note: potency is the fitted concentration of half-maximal effect; % is set by controls: 0 for no effect and ±100 for the full control effect; nearly all actives have a fitted effect of over 60% in size; many of its hits are not listed in these tables
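cAMP rise read by TR-FRET after 30 min, 37C compound exposure (up to 58 uM) in RXFP1-transfected HEK293 cells with Ro 20174 present. EC50 from Hill-equation fits, with 29 nM porcine relaxin as 100% and buffer as basal.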
Glioma ERSR ind: induces the endoplasmic reticulum stress response in human glioma cells | U87-MG GRP78 promoter luciferase reporter, 16 h | AID 602332 | 0.02% of 420,000 active | Potency, µM, for the others: at the highest dose activation, hits mostly activators; note: potency is the fitted concentration of half-maximal effect; series mostly up to about 76 µM; % of control where 0% means no effect; nearly all actives have a fitted effect of over 35% in size
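Stably transfected U87-MG glioma cells carrying a GRP78-based luciferase sensor; 16 h compound incubation. Luminescence end-point read 10 min after Bright-Glo addition at room temperature.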
D1 antag: blocks dopamine activation of the human D1 receptor; 3.2% of 360,000 active; HEK293 TREx D1 cells, calcium flux, dopamine EC80; hits give low values; activity change, negative = inhibition, % at 10 µM; AID 504652; in the data active = activity change below about -30%; note: % is set by controls: 0 for no effect and ±100 for the full control effect
Target sequence (P21728 whole entry, looked up): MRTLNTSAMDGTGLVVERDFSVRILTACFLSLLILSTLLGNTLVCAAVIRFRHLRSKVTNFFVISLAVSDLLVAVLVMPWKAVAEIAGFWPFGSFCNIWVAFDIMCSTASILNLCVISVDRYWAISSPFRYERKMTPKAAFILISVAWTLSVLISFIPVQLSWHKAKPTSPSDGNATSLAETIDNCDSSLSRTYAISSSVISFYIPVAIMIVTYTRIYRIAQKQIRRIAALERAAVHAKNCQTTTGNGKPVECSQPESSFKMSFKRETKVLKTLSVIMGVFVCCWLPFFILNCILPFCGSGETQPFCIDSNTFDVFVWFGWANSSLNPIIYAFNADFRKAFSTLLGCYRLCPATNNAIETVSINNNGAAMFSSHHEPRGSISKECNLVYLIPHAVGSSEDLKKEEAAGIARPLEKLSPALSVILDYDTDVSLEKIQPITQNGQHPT
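Allosteric or orthosteric antagonism assessed as attenuation of the calcium response to EC80 dopamine, added 180 s after compound, in induced HEK293 Trex D1 cells loaded with no-wash calcium dye.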
LDHA inh: blocks human lactate dehydrogenase A. P00338. purified LDHA, NADH/diaphorase-resazurin fluorescence; hits give low values. activity change, % (values are at about 110 or 230 µM). 0.15% of 480,000 active. AID 1347041; in the data active = activity change below about -30%; inconclusive = mostly about -25% to -30%;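 note: plate controls were DMSO wells for no effect and wells without enzyme for full effect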
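Remaining NADH was detected by diaphorase (0.133 mg/mL) converting 37 µM resazurin to fluorescent resorufin, read at 0 and 20 minutes. The preceding 5-minute room-temperature reaction used 2 nM LDHA, 0.2 mM sodium pyruvate and 0.06 mM NADH at pH 7.4.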
D1 PAM: enhances dopamine response at the human D1 receptor. P21728. 0.036% of 360,000 active. potentiation, % at 10 µM. AID 504651. HEK293 TREx D1 cells, calcium flux, dopamine EC20 potentiation; in the data active = potentiation above about 30%; note: 0% is about no effect
Vif-APOBEC3F blk: inhibitors of Vif-A3F interaction. HeLa A3F-eYFP + Vif (tagged APOBEC3F with the HIV-1 protein that degrades it), YFP fluorescence increase. Potency, µM (doses to about 46.1 µM), without a hit: top-dose activity, negative = active. 0.2% of 390,000 active; note: potency is the fitted concentration of half-maximal effect; % of control where 0% means no effect; nearly all actives have a fitted effect of over 65% in size
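HeLa cells stably expressing A3F-eYFP plus Vif, plated and incubated overnight at 37 deg C, then exposed to compounds overnight at 37 deg C. Blocked degradation read as raised yellow fluorescence (Ex 488/Em 500-530).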
D1 agonist: agonists of human D1 dopamine receptor | P21728 | HEK293 T-REx D1 cells, calcium flux, agonist mode | activation, % at 2 µM | 1% of 360,000 active | AID 504660; in the data active = activation above about 30%; note: 0% is about no effect
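Tetracycline-induced HEK293 TREx D1 cells, force-coupled to calcium signalling, were dye-loaded with a no-wash calcium kit. Compound was pin-added after a 10 s baseline. Fluorescence was read kinetically at 1 cycle/s for 180 s, with calcium rises flagged as agonism.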
* = called active by the depositor; ? = inconclusive; . = not tested or not shown; & = joins results of further samples. Unless noted, calls come from the whole dose curve; as a rule, active = well fitted curve in the direction sought with a large enough effect; inconclusive = small, poorly fitted or top-dose-only effect, or another doubt; inactive = no such curve, though single readings can be large; an effect the other way counts as inactive or inconclusive. Some of the compounds tested (hit frequency here may not be typical).

SMILES	Vif-APOBEC3G blk	D2 PAM	RXFP1 ag	Glioma ERSR ind	D1 antag	LDHA inh	D1 PAM	Vif-APOBEC3F blk	D1 agonist
O=[N+]([O-])c1ccc2nc(-c3ccccc3)cc(-c3ccccc3)c2c1	-1.1%	12.0	8.8%	-4.6%	-3.6	-1.5	-16.7	2.4%	-0.4
Cc1cc(C)cc(Oc2cc(NC(=O)c3cn(C)nc3C)cc([N+](=O)[O-])c2)c1	-7.0%	.	-0.2%	-2.1%	-14.6	-11.7	-5.8	-13.0%	2.1
O=C(NCc1cccnc1)c1cnc2sccn2c1=O	-0.3%	0.2	18.2%	2.7%	-24.0	-1.1	-10.8	-2.4%	2.7
Cc1cccc(CSC2=NCCN2C(=O)c2ccc(Br)o2)c1	-2.8%	20.0	-0.1%	-3.8%	-8.3	-5.7	.	-8.8%	0.9
O=C(NCCc1ccc(Cl)cc1)c1cccc(NC2=NC3CS(=O)(=O)CC3S2)c1 (centres undefined)	1.3%	-0.6	1.9%	-4.5%	20.7	0.2	-3.8	1.0%	0.6
CC(=O)c1c(C)[nH]c(C(=O)CSc2nnc(NC3CC3)s2)c1C	-0.1%	-7.5	0.2%	4.3%	1.5	0.4	-3.0	4.5%	7.8
COc1ccc(-c2nnc(C3CCN(S(=O)(=O)c4ccccc4)CC3)o2)cc1	0.9%	11.4	0.8%	-2.9%	-19.8	-4.4	-9.6	?	5.4
Oc1ccc(C=Nc2ccccc2-c2nc3ccccc3[nH]2)c(O)c1	4.9%	0.7	3.9%	2.0%	-0.6	1.4	0.8	-3.3%	-0.5
CCOC(=O)N1CCN(S(=O)(=O)c2ccc3c(c2)CC(C)N3C(C)=O)CC1 (centres undefined)	1.4%	5.2	1.7%	-2.7%	-26.7	-7.6	1.3	-0.9%	8.2
C=CCNC(=S)N1CCC(C(=O)c2ccc(Cl)cc2)CC1	-3.1%	5.3	-0.8%	-2.9%	-1.7	-3.4	-10.5	-2.1%	12.0
COc1ccc(C(=O)Nc2ccc3c(c2)C(=O)NC3=O)cc1	0.2%	-4.8	26.9%	16.6%	6.0	-4.3	0.0	1.6%	8.4
CN(C(=O)c1cc(-c2ccccc2O)on1)c1ccccc1	-3.2%	10.4	0.4%	1.6%	-8.7	2.4	2.0	2.3%	4.9
CC(=O)Nc1ccc(S(=O)(=O)O)c(OC(C)=O)c1	6.9%	.	.	-3.8%	.	-3.9	.	5.3%	.
CCc1ccc2nc(NC(=O)CCCc3cccs3)sc2c1	-4.1%	5.0	-1.0%	3.6%	1.3	-0.8	-2.1	0.6%	2.7
Cc1cccc(NC(=O)c2cc3ccccc3nc2C)c1	-11.6%	-3.2	2.0%	-3.0%	-11.6	0.8	-4.8	8.8%	10.8
O=C(CCCCCNC(=O)N1CCn2c1nc1ccccc12)N[C@@H](Cc1ccccc1)C(=O)O	1.4%	-11.3	-1.7%	0.3%	3.5	-8.2	5.8	3.0%	1.1
CC(=O)N1CCN(c2ccc(NC(=O)COc3ccc(Cl)cc3Cl)cc2)CC1	-3.1%	11.1	2.8%	-2.5%	-3.2	-7.2	-7.2	-6.3%	9.8
COc1cc(C(=O)NCC(=O)Nc2ccc(F)c(F)c2)ccc1OCC(=O)N1CCOCC1	3.9%	6.7	2.1%	-2.5%	9.4	0.2	-10.5	4.8%	-0.2
Cc1cccn2cc(CSc3ccccc3N)nc12	-7.4%	-0.3	0.3%	1.5%	-0.7	-6.8	-2.5	-4.9%	-0.3
O=C(COC(=O)Cc1ccc(S(=O)(=O)N2CCOCC2)s1)Nc1ccccc1	-0.5%	.	.	1.1%	.	-2.6	.	-10.3%	.
CCCn1nc(NC(=O)C(C)C)c2cc3cc(OC)ccc3nc21	?	-0.3	2.3%	2.7%	9.0	4.6	0.5	0.3%	0.9
O=C(c1cccc2ccccc12)N1CCC(N2CCN(c3ccccc3)CC2)CC1	-0.8%	-21.5	2.1%	-6.2%	6.1	-9.5	-2.4	0.4%	0.0
S=c1nc(-c2ccccc2)n(CCCn2ccnc2)c2c1CCCC2	3.1%	3.1	5.3%	-4.0%	-3.4	3.0	8.9	-7.9%	-0.4
CCCc1ccc(C(=O)CCC(=O)O)cc1	2.5%	3.0	-0.2%	?	-9.8	-0.5	-3.7	-7.1%	5.1
Cc1nc(CCNC(=O)CC2C(=O)NCCN2Cc2ccccc2)nc2c1CCC2 (centres undefined)	0.2%	8.0	4.2%	-3.4%	7.1	1.5	1.2	-5.0%	2.0

In the list so far, these contain a nitro group on carbon.
SMILES	Vif-APOBEC3G blk	D2 PAM	RXFP1 ag	Glioma ERSR ind	D1 antag	LDHA inh	D1 PAM	Vif-APOBEC3F blk	D1 agonist
O=[N+]([O-])c1ccc2nc(-c3ccccc3)cc(-c3ccccc3)c2c1	-1.1%	12.0	8.8%	-4.6%	-3.6	-1.5	-16.7	2.4%	-0.4
Cc1cc(C)cc(Oc2cc(NC(=O)c3cn(C)nc3C)cc([N+](=O)[O-])c2)c1	-7.0%	.	-0.2%	-2.1%	-14.6	-11.7	-5.8	-13.0%	2.1

Among those listed so far, these contain an aryl thioether with sulfur outside any ring.
SMILES	Vif-APOBEC3G blk	D2 PAM	RXFP1 ag	Glioma ERSR ind	D1 antag	LDHA inh	D1 PAM	Vif-APOBEC3F blk	D1 agonist
CC(=O)c1c(C)[nH]c(C(=O)CSc2nnc(NC3CC3)s2)c1C	-0.1%	-7.5	0.2%	4.3%	1.5	0.4	-3.0	4.5%	7.8
Cc1cccn2cc(CSc3ccccc3N)nc12	-7.4%	-0.3	0.3%	1.5%	-0.7	-6.8	-2.5	-4.9%	-0.3

The list goes on:
SMILES	Vif-APOBEC3G blk	D2 PAM	RXFP1 ag	Glioma ERSR ind	D1 antag	LDHA inh	D1 PAM	Vif-APOBEC3F blk	D1 agonist
COc1ccc(-c2cc(C)no2)cc1S(=O)(=O)Nc1cccc(C(F)(F)F)c1	-2.8%	-4.5	0.1%	-0.9%	-13.6	-4.2	-1.6	-1.8%	3.3
O=C(NCCc1ccc(Cl)cc1)/C(=C/c1cccnc1)NC(=O)c1ccccc1	3.4%	-1.6	-0.6%	-3.0%	-10.8	1.5	-0.7	-0.1%	1.4
Nc1c(N(CCC2=CCCCC2)C(=O)c2ccc([N+](=O)[O-])o2)c(=O)[nH]c(=O)n1Cc1ccccc1	-15.8%	-3.2	-0.1%	-5.2%	9.1	-3.3	-1.4	22.4µM*	6.8
CN(C)c1cccc(C(=O)Nc2cccc(F)c2)c1	-0.2%	-17.0	0.4%	1.3%	4.1	-0.2	-2.5	-1.0%	-3.0
Cc1c(NC(=O)CSc2nnc(-c3cccnc3)n2N)c(=O)n(-c2ccccc2)n1C	1.4%	73.3*	-2.0%	-2.9%	-18.1	-2.3	-0.4	-6.9%	0.8
Cc1ccc(S(=O)(=O)NC2CCCCC2)c(C)c1NS(C)(=O)=O	-0.7%	-6.7	4.4%	-0.9%	-5.9	-1.5	-1.6	1.2%	0.0
Cc1ccc(Oc2cc(NN3CCCCC3)c([N+](=O)[O-])cc2[N+](=O)[O-])c(Cl)c1	2.6%	-4.8	-1.2%	-6.0%	9.3	-1.8	1.9	-2.2%	1.8
Cc1ccccc1C(=O)Nc1cccc(C(=O)OCc2cc(=O)n3nc(C4CC4)sc3n2)c1	-9.2%	4.0	4.2%	.	-18.0	-3.1	-0.5	-3.3%	0.0
CCCn1c(CCc2ccccc2)nnc1SCC(=O)N1CCOCC1	1.1%	-11.9	-0.8%	-2.0%	-6.4	-3.8	1.6	-4.7%	0.9
COc1cc(NS(=O)(=O)c2ccc(NC(=O)c3cccnc3)cc2)ncn1	0.0%	-6.7	21.4%	-2.2%	-29.0	0.3	4.2	-11.2%	3.5
CC1CCN(C(=S)NCCc2ccccc2)CC1	2.8%	-5.6	-0.3%	4.3%	-25.5	-0.6	-4.3	-10.7%	0.3
CCc1nn2c(N)c(/C=C3\C=Nc4ccccc43)c(=O)nc2s1	-5.5%&-1.1%	11.5&0.4	0.0%&3.6%	4.9%&4.4%	-2.0&8.6	-9.0&-3.9	-6.7&-2.3	7.9%&-27.4%	0.0&2.9
COc1ccc(NC(=O)CSc2cccc3cccnc23)c(OC)c1	0.9%	.	1.1%	2.1%	14.6	-4.2	-9.0	-2.6%	6.2
Cc1ccc(-c2csc3nc4c5ccccc5c(NCCCN(C)C)nn4c(=O)c23)cc1	-1.7%	.	6.5%	-7.5%	-3.3	-2.4	-8.3	3.7%	3.3
CC(C)CC(NC(=O)c1ccccc1NC(=O)c1ccccc1)C(=O)O (centres undefined)	0.3%	5.8	4.5%	-4.0%	-7.7	0.0	1.9	0.2%	0.9
CCOc1ccc(-n2cc(C(=O)N3CCCCCC3)c3cc(OC)c(OC)cc3c2=O)cc1	1.6%	1.6	3.7%	-0.1%	-1.5	3.2	2.9	-9.4%	-0.1
NC(=O)NC(CC(=O)Nc1cccnc1)c1cccc(Br)c1 (centres undefined)	1.3%	-7.6	2.6%	-8.0%	-11.7	-3.5	-5.9	-22.2%	2.5
COC(=O)c1cc2sccc2n1CC(=O)Nc1ccc(OC)c(OC)c1	3.0%	.	-1.7%	-2.3%	-6.9	-16.7	-3.7	-0.1%	0.0
CCN(C(=O)CCCC(=O)N(CC)c1ccccc1)c1ccccc1	1.6%	2.1	1.1%	-2.4%	-4.2	-2.3	-2.9	-1.4%	0.9
CC(C)CNC(=O)COC(=O)c1ccc([N+](=O)[O-])cc1Cl	0.0%	0.3	2.4%	0.5%	-1.8	-2.6	-11.8	2.2%	1.2
Cc1cc(N2C(=O)C(O)=C(C(=O)c3ccc(C)o3)C2c2cccc(Oc3ccccc3)c2)no1 (centres undefined)	0.7%	-4.8	?	-4.8%	2.6	-3.2	-1.8	1.1%	13.4
Cc1ccc(Sc2ccc(S(=O)(=O)Nc3ccc(CC(=O)O)cc3)cc2)cc1C	0.3%	-3.9	-0.7%	-6.4%	-16.1	-0.6	-5.8	-11.3%	1.2
COc1ccccc1N1CC(C(=O)Nc2nnc(SCc3ccccn3)s2)CC1=O (centres undefined)	-0.7%	6.7	0.2%	-5.2%	-8.5	-7.4	-7.8	-5.6%	1.6
